# Screens as filed in PubChem BioAssay.
# PPC-1+TRAIL kill: compounds killing PPC-1 cancer cells with TRAIL present (potentiator screen, no TRAIL-free arm); PPC-1 cells + TRAIL, ATPLite viability luminescence; hit rate 0.41% among 220,000; cell killing (% activity), % at 4 µM;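 active = cell killing above 50% in the first pass at 4 µM, then a duplicate retest at 5 µM averaging 50% or more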;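 also: plate controls were cells with TRAIL plus DMSO for no effect and medium-only wells lacking cells for full effect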
# Furin inhibitor: human furin inhibition. purified furin, fluorogenic substrate cleavage. hit rate 0.061% among 220,000. inhibition, % at 30 µM; in the data active = inhibition above about 25%; also: inactives centre near -15
# BaF3 tox: counter-screen for JAK2V617F inhibitors: parental Ba/F3 viability inhibitors; hit rate 1.1% among 220,000; AID 1486; inhibition, % at 5.6 µM; CellTiter-Glo ATP luminescence;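 active = inhibition above a per-campaign cutoff, the mean inhibition of all tested compounds plus 3 SD, cut at about 27% in these data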;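 also: 0% = DMSO wells and 100% = JAK Inhibitor I control wells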
# p97 ATPase inh: human p97 ATPase inhibition | P55072 | recombinant p97 ATPase, Kinase-Glo ATP luminescence, 3 h | inhibition, % at 8 µM | hit rate 0.42% among 220,000 | AID 1481; in the data active = inhibition above about 15%;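 also: 0% = DMSO vehicle and 100% = wells lacking enzyme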
# TbHK1 inh: T. brucei hexokinase 1 inhibition; recombinant TbHK1, G6PDH-coupled NADH A340; inhibition, % at 10 µM; hit rate 0.11% among 220,000;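 active = inhibition of 50% or more in the single-dose primary screen; inactive = inhibition below 50%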
# RBBP9 inh: human RBBP9 hydrolase inhibition; O75884; recombinant RBBP9, FP-Rh probe fluorescence polarization; inhibition, % at 7.94 µM; hit rate 0.2% among 220,000;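 active = inhibition above the campaign mean of all tested compounds plus 3 SD, cut at about 14% in these data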;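 also: plate controls were DMSO wells with RBBP9 for no effect and wells lacking RBBP9 protein for full effect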
# Target sequence (O75884 whole entry, looked up): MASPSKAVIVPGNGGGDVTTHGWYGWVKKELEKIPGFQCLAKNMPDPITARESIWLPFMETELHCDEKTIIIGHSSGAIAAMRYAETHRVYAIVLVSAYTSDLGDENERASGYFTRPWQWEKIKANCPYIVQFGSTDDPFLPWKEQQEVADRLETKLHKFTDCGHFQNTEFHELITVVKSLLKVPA
#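 Test system – recombinant human RBBP9 · Input – RBBP9 2.5 µM in dispensing solution, pre-mixing · Medium – Tris buffer pH 8.0, NaCl, Pluronic · Schedule – preincubation 30 min plus labeling 45 min at 25 °C · Measured by – fluorescence polarization · Measure – % inhibition · Controls – DMSO and no-protein wells · Replicates – one well per compound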
# Ba/F3 V617F tox: reduce viability of Ba/F3 cells dependent on JAK2V617F; AID 1446; hit rate 1.1% among 220,000; inhibition, % at 5.6 µM; Ba/F3 EpoR-JAK2V617F viability, ATP luminescence;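 active = inhibition above the campaign mean plus 3 SD over all tested compounds, cut at about 24% in these data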;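 also: cytokine-independent growth of Ba/F3 cells driven by EpoR plus mutant JAK2; 0% = DMSO-treated cells and 100% = JAK inhibitor I control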
# p47phox inh: p47phox (human) inhibition; P14598; p47phox/p22phox peptide binding, fluorescence polarization, 2 h; inhibition, % at 24.7 µM; hit rate 0.53% among 220,000; AID 1274;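 active = inhibition above about 30%, limit read from the data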;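 also: 0% = p47phox with labelled peptide and 100% = labelled peptide alone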
# Target sequence (P14598 whole entry, looked up): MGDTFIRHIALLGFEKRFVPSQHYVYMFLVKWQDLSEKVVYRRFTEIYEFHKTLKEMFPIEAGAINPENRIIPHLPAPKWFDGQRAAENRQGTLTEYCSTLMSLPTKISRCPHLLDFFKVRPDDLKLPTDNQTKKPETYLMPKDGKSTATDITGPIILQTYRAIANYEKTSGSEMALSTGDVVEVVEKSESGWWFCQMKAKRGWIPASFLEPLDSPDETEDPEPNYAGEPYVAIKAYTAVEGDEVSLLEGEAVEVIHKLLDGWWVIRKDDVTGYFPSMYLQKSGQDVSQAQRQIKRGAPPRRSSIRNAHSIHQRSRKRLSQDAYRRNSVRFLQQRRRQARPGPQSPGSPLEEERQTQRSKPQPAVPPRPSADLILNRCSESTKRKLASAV
# EP2 antag: EP2 receptor (human) inhibition; P43116; C6 glioma cells expressing human EP2, cAMP TR-FRET; cells stimulated with saturating PGE2; inhibition, % at 25 µM; hit rate 0.52% among 260,000;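 active = percent inhibition above 40 after rounding to a whole number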;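 also: rat C6 glioma host cells with rolipram phosphodiesterase inhibitor present; the protocol text gives 20 µM as final concentration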
# Target sequence (P43116 whole entry, looked up): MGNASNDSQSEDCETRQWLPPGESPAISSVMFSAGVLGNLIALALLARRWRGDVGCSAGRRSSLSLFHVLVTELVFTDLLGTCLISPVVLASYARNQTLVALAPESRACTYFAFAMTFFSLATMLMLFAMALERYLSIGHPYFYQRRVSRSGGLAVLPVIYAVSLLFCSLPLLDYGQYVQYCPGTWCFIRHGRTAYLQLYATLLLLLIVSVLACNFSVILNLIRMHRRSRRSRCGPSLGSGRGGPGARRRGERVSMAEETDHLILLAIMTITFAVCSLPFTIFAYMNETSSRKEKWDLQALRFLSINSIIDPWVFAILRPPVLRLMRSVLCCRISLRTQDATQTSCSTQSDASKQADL
# Numbers without * were called inactive; . = not tested or not shown; & = joins results of further samples; [ ] = another dose, or the depositor's remark.
SMILES,PPC-1+TRAIL kill,Furin inhibitor,BaF3 tox,p97 ATPase inh,TbHK1 inh,RBBP9 inh,Ba/F3 V617F tox,p47phox inh,EP2 antag
CC(C)(O)P(C)(=O)c1ccccc1 (stereo not given),19,-29,0,-1,-5,-4,0,7,10
CCCCC(CC)C1OCC(CN2CCCCC2)O1 (stereo not given),0,-2,-4,7,-9,5,0,-8,4
CCOc1ccc(OCC)c(Nc2cc(C)nc3ncnn23)c1,17,2,3,-5,-1,-7,4,-14,10
CC(NC(=O)c1cc(Br)ccc1Br)c1ccccc1 (stereo not given),-3,-24,4,4,-2,-8,0,-1,0
Cc1cccc(NC(=O)CCSc2ccccn2)c1,24,-13,6,3,31,-7,0,-1,10
Cc1nonc1C1CCCN1Cc1nc(-c2ccc(F)cc2F)oc1C (stereo not given),-5,-28,1,1,-4,-6,-2,-11,9
C=CCNC(=O)c1ccccc1NC(=O)c1ccc(Cl)c(S(=O)(=O)Nc2ccccc2)c1,-2,-16[20 µM],2,4,-7,-18,3,-106,5
Cc1ccc(-c2cn(-c3ccc(SC(F)F)cc3)c3[n+]2CCC3)cc1,-1,-26,66*,1,2,-8,67*,-4,5
CC(=O)Nc1ccc(C(=O)OCc2ccccc2Br)cc1,-2,-12,1,1,0,-7,-1,-15,3
COC(=O)Nc1ccc(S(=O)(=O)N2CCCC(C(=O)NC3CCS(=O)(=O)C3)C2)cc1 (stereo not given),-4,-14,6,6,40,-2,-3,-10,9
COC(=O)/C=C1\N/C(=N\c2nc(C)cc(C)n2)N(c2ccccc2)C1=O,-12,2,-1,4,-47,-1,0,-7,12
O=C(Nc1cccc2ncccc12)C(c1ccccc1)c1ccccc1,16,-20,8,1,-13,-1,0,-10,12
CCCC(=O)N1CCc2cc(-c3nc(N)sc3C)ccc21,12,-15,1,-6,0,6,-4,-2,10&4
CCCCN(CCCC)C(=S)NC(=O)C(C)(C)C,40,-20,-1,1,-3,0,-4,1,7
O=C(NNC1=Nc2ccccc2SC1)c1ccc(F)cc1,15,-22,1,1,-8,-7,-2,-6,5
COc1cc(COc2ccc3c(C)c(Cc4ccccc4)c(=O)oc3c2)cc(OC)c1OC,7,-4[20 µM],5,-7,-2,-6,2,2,9
O=C(NC1(C(F)(F)F)NC(=O)N(C2CCCCC2)C1=O)c1cccs1 (stereo not given),17,-9[20 µM],7,3,0,-8,1,-12,8
O=Cc1cc2ccccc2nc1SCc1ccc(Cl)c(Cl)c1,8,-10,-1,2,8,-5,-3,-9,12
CCn1nnc(-c2ccc(N)cc2)n1,15,-11,8,-3,6,-9,3,-4,7
CNC(=O)NC(=O)C(C)OC(=O)c1ccc(Cl)c(S(=O)(=O)Nc2ccc(F)cc2)c1 (stereo not given),14,-8,-5,1,1,-6,1,-11,11
O=c1c2ccccc2nc2c3ccccc3c(NCCN3CCOCC3)nn12,42,-20[20 µM],15,6,-19,-7,3,-13,8
CCCCN(C)C(=O)c1cc2cc3ccc(OC)cc3nc2s1,37[5 µM],-12[20 µM],13,-13,-18,4,5,-4,12
Cc1ccc(Nc2cc(C)nc3nc(C)nn23)cc1,12,-14,4,-3,-2,-11,3,6,7
O=C(Nc1ncnc2sc3c(c12)CCCCC3)c1ccc(F)cc1,7,-9[20 µM],4,1,-3,1,1,-17,5
Cc1c(Br)c([N+](=O)[O-])nn1CC(=O)NCc1cccs1,17,-15[20 µM],-2,13,0,-7,-5,-7,9

# 5 compounds already listed, ordered by count of non-hydrogen atoms, descending.
SMILES,PPC-1+TRAIL kill,Furin inhibitor,BaF3 tox,p97 ATPase inh,TbHK1 inh,RBBP9 inh,Ba/F3 V617F tox,p47phox inh,EP2 antag
COc1cc(COc2ccc3c(C)c(Cc4ccccc4)c(=O)oc3c2)cc(OC)c1OC,7,-4[20 µM],5,-7,-2,-6,2,2,9
O=C(NC1(C(F)(F)F)NC(=O)N(C2CCCCC2)C1=O)c1cccs1 (stereo not given),17,-9[20 µM],7,3,0,-8,1,-12,8
O=C(NNC1=Nc2ccccc2SC1)c1ccc(F)cc1,15,-22,1,1,-8,-7,-2,-6,5
Cc1ccc(Nc2cc(C)nc3nc(C)nn23)cc1,12,-14,4,-3,-2,-11,3,6,7
CC(C)(O)P(C)(=O)c1ccccc1 (stereo not given),19,-29,0,-1,-5,-4,0,7,10

# Other compounds follow:
SMILES,PPC-1+TRAIL kill,Furin inhibitor,BaF3 tox,p97 ATPase inh,TbHK1 inh,RBBP9 inh,Ba/F3 V617F tox,p47phox inh,EP2 antag
CCCS(=O)(=O)N1CCCC(C(=O)N2CCOCC2)C1 (stereo not given),-12,-26,1,6,1,0,-2,-10,18
CCn1cc([N+](=O)[O-])c(C(=O)Nc2ccc(Br)cn2)n1,-2,-13[20 µM],1,1,1,-1,-1,-9,8
C=CCOC(=O)C(C#N)c1nc2ccccc2nc1N1CCC(C(=O)OCC)CC1 (stereo not given),15,-15,3,-2,-5,-4,0,-13,18
Cc1cc(Cl)ccc1OCC(=O)OCC(=O)Nc1ccc(F)c([N+](=O)[O-])c1,-9,-14,3,7,2,4,-5,-18,11
NNC(=S)Nc1cccc(Cl)c1,2,-13,-2,6,-3,-6,-1,-12,10
CCN(CC)S(=O)(=O)c1ccc(N2Cc3ccccc3C2=N)cc1,19,-14,6,2,-5,0,0,-8,4
CC(=O)c1c(C)[nH]c(C(=O)OCC(=O)NCCc2ccc(F)cc2)c1C,6,-21,2,4,1,1,2,-6,7
Cc1ccccc1S(=O)(=O)Nc1nc2ccccc2nc1N1CCOCC1,30,-12,7,0,-15,-3,4,0,40*
Cc1nnc2n(-c3ccccc3)c(=O)c3c4c(sc3n12)COC(C(C)C)C4 (stereo not given),30,-6[20 µM],7,-2,0,-1,6,-14,5
O=C(COC(=O)c1ccncc1)Nc1ccccc1,11,-18,2,3,2,-4,-2,-1,2
O=C(O)c1nn2c(c1Br)NC(c1ccccc1)CC2C(F)(F)F (stereo not given),-1,-17,3,4,4,0,0,-19,12
COc1ccccc1C(=O)n1nc(-c2cccnc2)nc1N,20,-11,-1,4,8,6,-1,-4,9
COc1cc(NC(=O)COc2ccc(-n3cnnn3)cc2)c(OC)cc1Cl,5,-11[20 µM],6,-3,-4,-6,1,-16,6
O=C(NC(=S)Nc1ccccc1[N+](=O)[O-])c1ccccc1,5,-12,-1,-4,-9,-11,2,9,7
Cc1nnc(NC(=O)CCN2C(=O)/C(=C\c3ccccc3)SC2=S)s1,17,-18,3,3,-18,-4,1,-10,2
CCN1C(=O)c2cccc3c(S(=O)(=O)N(C(=O)c4cccnc4)c4ccc(OC)cc4)ccc1c23,14,-13,2,3,-10,-11,-3,-64,5
FC(F)(F)c1ccc(NC2=NCCC2)cc1,.,-14,1,1,2,-9,0,2,10
Cc1nnc(NC(=O)CSC2=NN3CCCC(=O)N=C3S2)s1,12,-29,-1,4,-3,-5,0,-7,6
COC(=O)c1sc(NC(=O)COc2ccc(OC)cc2)nc1C,.,-3[20 µM],4,4,28,-7,2,.,19
COCCCNC(=S)N/N=C/c1ccc(OC)c(Br)c1,10,-19,2,2,-36,-8,-4,-7,9
Cc1nnsc1Sc1ccccc1C(=O)O,18,-21,9,2,0,-3,3,-4,6
CC(=O)Nc1cccc(-c2nnc(-c3ccccc3)o2)c1,11,-7[20 µM],8,7,2,-9,2,-22,14
CC(=O)c1c(C)oc2ccc(O)c(CN3CCOCC3)c12,-4,-16[20 µM],7,2,0,9,-1,3,9
CCC(=O)NCCc1c[nH]c2ccccc12,18,-3[20 µM],6,-4,0,-10,1,-8,7
CCOC(=O)c1c(C)nc(-c2ccccc2)nc1NC(C)=O,13,-18,3,3,8,-2,-2,-5,7

# By substructure: the entries above with an aryl thioether with sulfur outside any ring.
SMILES,PPC-1+TRAIL kill,Furin inhibitor,BaF3 tox,p97 ATPase inh,TbHK1 inh,RBBP9 inh,Ba/F3 V617F tox,p47phox inh,EP2 antag
Cc1cccc(NC(=O)CCSc2ccccn2)c1,24,-13,6,3,31,-7,0,-1,10
Cc1ccc(-c2cn(-c3ccc(SC(F)F)cc3)c3[n+]2CCC3)cc1,-1,-26,66*,1,2,-8,67*,-4,5
O=Cc1cc2ccccc2nc1SCc1ccc(Cl)c(Cl)c1,8,-10,-1,2,8,-5,-3,-9,12
Cc1nnsc1Sc1ccccc1C(=O)O,18,-21,9,2,0,-3,3,-4,6

# Next part:
SMILES,PPC-1+TRAIL kill,Furin inhibitor,BaF3 tox,p97 ATPase inh,TbHK1 inh,RBBP9 inh,Ba/F3 V617F tox,p47phox inh,EP2 antag
Cc1ccccc1/C=C/c1cc[n+](C)cc1,15,-12,58*,2,-35,-1,50*,4,8
CSc1nnc2ccc(-c3ccccn3)nn12,8,-5,2,4,0,0,0,0,5
Cc1nc(NC(=O)CCCC(=O)Nc2nc(C)c(C)s2)sc1C,-3,-22[20 µM],0,7,-2,4,-3,-12,1
COc1cccc(CC(=S)N2CCOCC2)c1,13,-5,5,16*,34,-1,-2,-10,6
Cc1ccc(N2C(=O)C3CC3C2=O)cc1 (stereo not given),-12,6,8,5,-2,3,0,5,-1
COc1ccccc1NC(=O)CSc1nnc(CCNC(=O)c2ccc(C)cc2)n1C,9,-13,4,4,-11,-2,2,0,1
O=[N+]([O-])c1ccc2c(c1)[nH]c(=S)n2-c1ccccc1,11,-9,4,-2,-7,-8,3,7,2
COc1cc2c(cc1OC)CN(C(=O)CSc1nc(N)c(C#N)cc1C#N)CC2,7,-24,5,-2,-12,-3,1,-10,6
Cc1cc(C)n(C(=O)/C=C/c2cccs2)n1,16,-5,0,0,-29,-4,-1,-9,8
CC(=O)n1c(Cl)c(NC(=O)CCl)c2ccccc21,2,-16[20 µM],4,7,-1,5,3,3,-2
COc1ccc(S(=O)(=O)NN(C)C(=O)c2nn(-c3ccccc3)ccc2=O)cc1,2,-29,9,1,-15,8,0,-13,5

# In the list so far, 5 have two or more sulfur atoms:
SMILES,PPC-1+TRAIL kill,Furin inhibitor,BaF3 tox,p97 ATPase inh,TbHK1 inh,RBBP9 inh,Ba/F3 V617F tox,p47phox inh,EP2 antag
COC(=O)Nc1ccc(S(=O)(=O)N2CCCC(C(=O)NC3CCS(=O)(=O)C3)C2)cc1 (stereo not given),-4,-14,6,6,40,-2,-3,-10,9
Cc1nnc(NC(=O)CCN2C(=O)/C(=C\c3ccccc3)SC2=S)s1,17,-18,3,3,-18,-4,1,-10,2
Cc1nnc(NC(=O)CSC2=NN3CCCC(=O)N=C3S2)s1,12,-29,-1,4,-3,-5,0,-7,6
Cc1nnsc1Sc1ccccc1C(=O)O,18,-21,9,2,0,-3,3,-4,6
Cc1nc(NC(=O)CCCC(=O)Nc2nc(C)c(C)s2)sc1C,-3,-22[20 µM],0,7,-2,4,-3,-12,1

# This is a subset, so the mix of outcomes need not match the whole.
